# GPR151 ag: activators of human GPR151, primary screen, cell-based, PathHunter beta-arrestin, luminescence; activation, % at 11.2 µM; AID 1508602, 2020; PathHunter beta-arrestin GPR151 cells; G-protein coupled receptor 151 (Homo sapiens), Q8TDV0; 650,000 compounds, 1% hits; in the data active = activation above about 4.9%;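 note: 0% = median of compound wells and 100% = cells with positive control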
# Target sequence (Q8TDV0 whole entry, looked up): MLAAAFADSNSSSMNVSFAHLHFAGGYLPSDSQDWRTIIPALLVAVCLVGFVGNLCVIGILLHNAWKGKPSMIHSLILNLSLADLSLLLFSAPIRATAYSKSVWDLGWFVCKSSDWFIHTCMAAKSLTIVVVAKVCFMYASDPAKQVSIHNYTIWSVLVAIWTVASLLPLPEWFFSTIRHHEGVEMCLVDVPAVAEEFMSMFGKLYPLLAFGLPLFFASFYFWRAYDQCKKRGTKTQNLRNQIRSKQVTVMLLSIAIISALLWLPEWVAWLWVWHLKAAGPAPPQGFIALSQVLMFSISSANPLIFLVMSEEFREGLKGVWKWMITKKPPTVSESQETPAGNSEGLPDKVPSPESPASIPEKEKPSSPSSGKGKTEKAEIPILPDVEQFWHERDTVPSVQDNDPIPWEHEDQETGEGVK
# MITF inh: MITF inhibitors, primary screen, biochemical, AlphaScreen, human | Microphthalmia-associated transcription factor (Homo sapiens), O75030 | AlphaScreen MITF homodimerization, bead proximity signal | inhibition, % at 2.6 µM | 650,000 compounds, 0.91% hits | AID 1259374, 2018; in the data active = inhibition above about 50%;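 note: 0% = vehicle wells with protein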
# TEAD-YAP block: TEAD-YAP interaction inhibition, primary screen, TEAD-YAP interaction inhibitor project, luminescence, HEK-TIYL cells; TEAD-Gal4/YAP UAS-luciferase luminescence; inhibition, % at 9.12 µM; 640,000 compounds, 1.4% hits; AID 1259422, 2018; in the data active = inhibition above about 32%;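 note: 0% = median of test compound wells and 100% = reference inhibitor wells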
# FBW7 act: FBW7 E3 ligase activators, primary screen, biochemical, AlphaScreen, human | AID 1259310, 2017 | 650,000 compounds, 0.13% hits | AlphaScreen FBW7–phospho-cyclin E peptide binding, activator screen | normalized activity (activation), % at 26.1 µM | F-box/WD repeat-containing protein 7 (Homo sapiens), Q969H0; in the data active = normalized activity above about 1.9%;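 note: purified mutant Fbw7 with reduced substrate affinity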
# Target sequence (Q969H0 whole entry, looked up): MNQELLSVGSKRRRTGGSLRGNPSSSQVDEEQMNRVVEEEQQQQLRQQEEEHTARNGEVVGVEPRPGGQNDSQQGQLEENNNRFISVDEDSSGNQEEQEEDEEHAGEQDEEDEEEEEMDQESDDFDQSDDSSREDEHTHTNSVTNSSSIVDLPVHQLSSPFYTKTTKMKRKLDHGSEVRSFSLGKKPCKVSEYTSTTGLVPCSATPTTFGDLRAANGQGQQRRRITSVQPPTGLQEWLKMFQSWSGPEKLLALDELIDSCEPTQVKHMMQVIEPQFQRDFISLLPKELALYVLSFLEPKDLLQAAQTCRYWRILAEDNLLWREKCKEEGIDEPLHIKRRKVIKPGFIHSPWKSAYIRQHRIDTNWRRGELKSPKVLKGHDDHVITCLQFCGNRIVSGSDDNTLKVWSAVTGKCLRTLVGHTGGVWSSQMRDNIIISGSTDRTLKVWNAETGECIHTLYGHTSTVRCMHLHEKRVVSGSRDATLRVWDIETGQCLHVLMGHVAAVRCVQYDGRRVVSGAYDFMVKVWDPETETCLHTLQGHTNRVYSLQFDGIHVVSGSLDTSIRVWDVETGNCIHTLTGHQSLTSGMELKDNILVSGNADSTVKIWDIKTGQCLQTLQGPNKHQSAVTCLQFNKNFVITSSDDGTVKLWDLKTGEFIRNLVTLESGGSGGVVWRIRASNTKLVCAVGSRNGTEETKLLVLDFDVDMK
# * = called active by the depositor.
SMILES,GPR151 ag,MITF inh,TEAD-YAP block,FBW7 act
Cc1nnc(NC(=O)Cc2cccc3ccccc23)s1,0.5,-9,1,0.1
CC(NC(=O)Cc1c[nH]c2ccccc12)c1nc2cccnc2n1C(C)C (stereo not drawn),2.0,-2,-7,-0.1
Cc1cc(-c2nnc(CCC(=O)N(C)Cc3ccsc3)o2)no1,-0.1,-11,-19,0.0
CCOC(=O)c1c(C)nc(-c2ccccc2)nc1NC(=O)Nc1ccccc1,0.0,1,-32,0.1
CCC/C(C)=N\Nc1nnc2c(n1)[nH]c1c(C)cccc12,1.4,15,-9,0.1
COc1cc2c(cc1OC)C(SC)=NC1(CCCC1)C2,-0.7,1,1,-0.3
CCOCCOC(=O)C1=C(C)NC2=C(C(=O)CC(c3ccc(Cl)cc3)C2)C1c1ccc(OCC)cc1 (stereo not drawn),-0.4,1,8,0.0
CCOC(=O)Cc1csc(NC(=O)C(Cc2ccccc2)NC(=O)C2CCCCC2)n1 (stereo not drawn),0.8,-8,-7,0.1
O=C(COc1ccccc1)NNC(=S)NC(=O)c1ccccc1,0.5,2,-8,0.1
CCOC(=O)c1cc2c(ccn2C)n1CC(=O)NC1CC1,-0.1,4,0,-0.1
O=S(=O)(Nc1ccc(S(=O)(=O)Nc2ccccc2)cc1)c1ccccc1,-0.7,17,3,0.7
Cc1ccc(-c2nnc(N3CCOCC3)c3ccccc23)cc1S(N)(=O)=O,-1.3,-5,-5,-0.2
O=C(Cn1cc(F)c(=O)n(CC(=O)NCc2ccccc2)c1=O)NCc1ccccc1,-0.2,0,2,0.0
Cc1noc(C(=O)NCc2ccc(F)cc2)c1Cl,1.3,9,10,0.1
CCN1CCCC1CNC(=O)c1c(O)c2cc(OC)c(OC)cc2[nH]c1=O (stereo not drawn),-0.1,-20,-4,-0.4
Cc1ccc(OCC(=O)N/N=C/c2ccc(Cl)c([N+](=O)[O-])c2)cc1,-0.7,-3,5,0.0
O=C(NCc1ccco1)C1(c2cc(-c3cccs3)on2)CC1,-2.0,-2,-38,-0.4
CSc1ccc(C2Nc3ccc(C(=O)c4ccccc4)cc3NC3=C2C(=O)CC(C)(C)C3)cc1 (stereo not drawn),0.4,-5,13,-0.1
O=C(CCN1CCCC1)Nc1ccccc1F,-1.7,10,13,0.3
CCCN(CCC)C(=O)c1cccc([N+](=O)[O-])c1C,1.5,-12,-6,0.1
CCOc1nn(CC)cc1-c1nnc(SCC(=O)N2CCC(C)CC2)n1CC,-0.7,-1,-2,-0.1
Cc1cnc(Nc2ncccn2)nc1NC1CC1,1.2,16,-1,0.0
CCC[C@@H]1NC(=O)[C@@H]2C[C@H](NC(=O)c3ccc(Br)cc3)CN2C1=O,-0.6,14,6,0.2
CCN1CCN(S(=O)(=O)CC23CCC(CC2=O)C3(C)C)CC1 (stereo not drawn),-0.4,-5,1,-0.2
CC(C)C(=O)Oc1cc(OC(=O)C(C)C)c2ccccc2c1,-0.1,-9,-4,-0.1
NC(=O)c1ccc[n+](CCC[n+]2cccc(C(N)=O)c2)c1,3.5,1,-6,0.0
O=S1(=O)N=C(CN2CCN(CCc3cccs3)CC2)Nc2ccc(Cl)cc21,-0.7,4,3,0.0
COc1cccc(OC)c1Nc1c2c(nc3ncnn13)CCC2,2.5,-2,20,-0.1
Cc1ccc(S(=O)(=O)/N=C(/c2ccc(F)cc2)N2CCCC2)cc1,1.7,18,4,0.4
O=C(c1nccs1)C1CCN(C(=O)C2CCCC2)CC1,-0.1,8,-19,0.4

# 2 of these compounds in another layout.
# The line under a structure holds: GPR151 ag	MITF inh	TEAD-YAP block	FBW7 act
- Cc1cnc(Nc2ncccn2)nc1NC1CC1
 : 1.2	16	-1	0.0
- Cc1ccc(S(=O)(=O)/N=C(/c2ccc(F)cc2)N2CCCC2)cc1
 : 1.7	18	4	0.4

# More results follow:
SMILES,GPR151 ag,MITF inh,TEAD-YAP block,FBW7 act
CSc1nnc2c(n1)OC(c1ccccn1)Nc1ccc(Br)cc1-2 (stereo not drawn),0.8,-1,-10,0.1
CCC(NC(=O)c1sc2ncnc(N3CCN(C)CC3)c2c1C)c1cccs1 (stereo not drawn),1.1,6,6,1.1
Cc1ccc(S(=O)(=O)N(C)c2ccc(N)cc2)cc1,0.3,12,-3,0.1
O=C1C(Cl)=C(Nc2cccc(O)c2)C(=O)N1c1ccccc1,0.2,21,12,0.2
COc1cccc(NC(=O)C2CCC(CNc3c(N4CCC(C)CC4)c(=O)c3=O)CC2)c1 (stereo not drawn),0.8,0,3,0.0
CC(=O)c1ccc(NC(=O)c2[nH]c(C)c(C(C)=O)c2C)cc1,0.2,5,-38,0.1
c1ccc(Nc2nccc(NCCN3CCOCC3)n2)cc1,0.5,11,-1,0.0
Cc1ccc(-n2nc3c(c2NC(=O)c2ccc(Br)o2)CS(=O)(=O)C3)c(C)c1,0.5,1,-8,-0.1
CCC1CCCCN1C(=O)CC1(c2ccccc2C)CC(=O)N(Cc2ccncc2)C1=O (stereo not drawn),0.4,2,6,0.0
Cc1ccc(NC(=O)Cn2cc(C#N)c3ccccc32)c(C)c1,-0.4,-5,8,0.1
Cc1cc(NC(=O)Nc2ccccc2)ccc1N1CCCC1=O,-11,15,30,1.0
O=C(Cc1ccc(F)cc1)N1CCn2c(nc3ccccc32)C1,0.1,-20,-2,0.0
CC1=C(C(=O)Nc2ccc(F)cc2)C(c2cccc(C)c2)n2nc(CCCO)nc2N1 (stereo not drawn),-0.4,-1,-4,-0.1
CC(=O)c1cccc(-c2nc(NCc3ccccc3)c3ncn(Cc4ccc(C(F)(F)F)cc4)c3n2)c1,0.4,4,9,0.2
Cc1nc2c(c(N3CCOCC3)n1)CN(S(=O)(=O)c1cccs1)CC2,-0.3,4,7,0.0
CN1c2ncccc2C(=O)NC12CCN(Cc1coc3ccccc3c1=O)CC2,-0.4,12,1,0.1
O=C(COc1ccc([N+](=O)[O-])cc1)NNC(=O)Nc1ccccc1,-1.8,4,-4,0.0
O=C(CNC(=O)C12CC3CC(CC(C3)C1)C2)NNc1c(F)c(F)cc(F)c1F,0.0,9,5,0.0
O=C(O)C(NS(=O)(=O)c1ccc(Br)cc1)c1ccccc1 (stereo not drawn),0.7,-17,5,-0.1
C[C@H]1C(=O)N2CCN(S(=O)(=O)c3ccc(Cl)cc3)C[C@@H]2C(=O)N1C,0.7,1,6,0.7
Cc1ccc(SCCC(=O)NC2CC2)cc1,1.2,-3,-18,0.0
CCCOc1ccc(-c2nn(-c3ccccc3)cc2/C=c2\sc3nc(-c4cccnc4)nn3c2=O)cc1C,-0.1,13,-6,0.1
COc1ccc(NC(=O)C2(N(C)C(=O)Cn3nnnc3N)CCCCC2)cc1,0.4,5,0,-0.1
Cc1ccc(NC(=O)c2cc3c(=O)oc4ccccc4c3s2)cc1,0.3,2,-2,-0.1
Cc1ccccc1NC(=O)CCc1nc2cccnc2n1Cc1cccs1,-0.5,15,1,-0.1
COc1ccc(C2NC(C(=O)O)Cc3c2[nH]c2ccccc32)cc1Cn1cc([N+](=O)[O-])cn1 (stereo not drawn),-0.4,-1,-11,-0.1
Cc1ccc(/C=C2/SC(=NC=O)NC2=O)o1,0.8,6,7,0.0
CCOC(=O)c1ccccc1NC(=O)C1CCN(c2ccc(-c3cccs3)nn2)CC1,0.4,8,3,0.1
CN(C1=NS(=O)(=O)c2ccccc21)c1ccc(OC(=O)c2ccccc2F)cc1,0.3,7,1,0.0
COc1ccc(C(=O)N[C@H](C(=O)NCC(C)C)C(C)C)cc1,0.3,-2,-2,-0.1

# Structures above that contain an NH in an aromatic ring (five):
SMILES,GPR151 ag,MITF inh,TEAD-YAP block,FBW7 act
CC(NC(=O)Cc1c[nH]c2ccccc12)c1nc2cccnc2n1C(C)C (stereo not drawn),2.0,-2,-7,-0.1
CCC/C(C)=N\Nc1nnc2c(n1)[nH]c1c(C)cccc12,1.4,15,-9,0.1
CCN1CCCC1CNC(=O)c1c(O)c2cc(OC)c(OC)cc2[nH]c1=O (stereo not drawn),-0.1,-20,-4,-0.4
CC(=O)c1ccc(NC(=O)c2[nH]c(C)c(C(C)=O)c2C)cc1,0.2,5,-38,0.1
COc1ccc(C2NC(C(=O)O)Cc3c2[nH]c2ccccc32)cc1Cn1cc([N+](=O)[O-])cn1 (stereo not drawn),-0.4,-1,-11,-0.1

# 3 compounds from above, arranged by length of the SMILES, ascending:
SMILES,GPR151 ag,MITF inh,TEAD-YAP block,FBW7 act
O=C(Cc1ccc(F)cc1)N1CCn2c(nc3ccccc32)C1,0.1,-20,-2,0.0
CCOc1nn(CC)cc1-c1nnc(SCC(=O)N2CCC(C)CC2)n1CC,-0.7,-1,-2,-0.1
CSc1ccc(C2Nc3ccc(C(=O)c4ccccc4)cc3NC3=C2C(=O)CC(C)(C)C3)cc1 (stereo not drawn),0.4,-5,13,-0.1

# Continuation.
SMILES,GPR151 ag,MITF inh,TEAD-YAP block,FBW7 act
CC(C)CC(=O)N1c2ccc(S(C)(=O)=O)cc2NC(=O)C1C (stereo not drawn),-0.6,18,-4,0.4
CC(C)(C)NC(=O)NC(=O)COC(=O)CNC(=O)C1CCCCC1,-1.2,-9,-7,0.3
COCCCNC(=O)COc1ccc(C)c(C)c1,10*,5,1,0.7
CCOC(=O)c1sc(NC(=O)CSc2nnc(CNC(=O)c3c(F)cccc3Cl)n2C)c(C(=O)OCC)c1C,1.4,8,1,-0.1
CC(C)c1ccc(-c2csc(N)n2)cc1,-0.8,8,-2,-0.2
Nc1nc(N)nc(COc2ccc(Cl)cc2)n1,-6.2,-5,-39,-0.1
CCc1ccc2nc(NC3=NCN(Cc4ccc(OC)cc4)CN3)nc(C)c2c1,1.2,-15,3,0.0
O=C(NCCc1ccccc1)c1cccc(OC2CCN(Cc3nccs3)CC2)c1,-0.9,-9,-8,0.0
NCCCC[C@@H]1NC(=O)[C@H]2CN(C(=O)c3cccs3)CCN2C1=O,-0.4,-17,-25,0.1
CC(C)c1cc(C(=O)Nc2ccc(C#N)cc2)no1,-1.1,-2,-55,-0.1
CC(=O)c1ccc(NC(=O)CSc2nnc(-c3ccoc3C)n2CC2CCCO2)cc1 (stereo not drawn),0.1,15,-8,0.1
CC(=O)c1c(C)[nH]c(C(=O)COC(=O)c2ccc3c(=O)n4c(nc3c2)CCCCC4)c1C,2.4,3,4,0.1
Cc1ccnc(NC(c2ccc(O)cc2)c2ccc3ccc(C)nc3c2O)c1 (stereo not drawn),0.5,17,-16,0.5
Cc1cc(N2CCCCC2)nc2ccc(NC(=O)c3cccc(C(F)(F)F)c3)cc12,2.4,-4,0,0.0
O=C(NCc1cccc(C(F)(F)F)c1)c1cccc(Nc2ccncc2)c1,0.5,0,7,0.0
Cc1ccc(NC(=O)c2ccc(Cl)cc2)nc1,-4.9,0,-46,0.2
Cc1nn(C)c(Cl)c1S(=O)(=O)N1CCN(c2ccc([N+](=O)[O-])cc2)CC1,1.8,14,12,0.9
O=C(NCC1CCC2(CCN(C(=O)c3ccncc3)CC2)O1)c1cccc(F)c1 (stereo not drawn),0.7,6,5,0.1
Cc1ccc(CNC(=O)c2ccc(-n3c(=S)[nH]c4ccccc4c3=O)cc2)cc1,-0.6,0,-14,-0.2
COc1ccccc1NC(=S)N(CCCN1CCCC(C)C1)Cc1ccco1 (stereo not drawn),0.1,10,2,-0.1
CCOc1ccc(Oc2cc(NC(=O)c3ccccc3F)cc(NC(=O)c3ccccc3F)c2)cc1,-0.7,0,-6,-0.1
CC(C)OC(=O)c1c(NC(=O)c2cc3nc(-c4ccccc4)cc(C(F)(F)F)n3n2)sc2c1CCCC2,0.4,-3,4,0.0
Cc1c(C(=O)N/N=C/c2cccc([N+](=O)[O-])c2)nc2ccccn12,0.1,-9,-1,0.2
CCOC(=O)c1ccc(CN(Cc2ccncc2)S(=O)(=O)c2ccc(F)c(C)c2)cc1,2.5,13,-6,0.0
Cn1nnc2c[n+](CC(=O)c3ccc(Br)cc3)ccc21,0.5,2,11,0.1
C/C(=N\N=C1/NC(=O)C(CC(=O)O)S1)c1ccc2ccccc2c1O (stereo not drawn),3.6,83*,-7,-0.1
CCOc1ccccc1NC(=O)c1c(NC(=O)Cc2ccc(OC)cc2)sc2c1CCCCC2,0.7,-5,-7,0.0
CC[C@@H](Cn1nc(-c2cccs2)ccc1=O)NC(=O)c1ccco1,1.3,9,6,0.0
COc1ccccc1NC(=S)N/N=C/c1ccc(N2CCOCC2)o1,1.5,3,1,0.1
CCn1cc(NC(=O)NCc2ccc(F)cc2)c2ccccc21,-0.5,11,3,0.5
O=C1c2cccc3c(NCCO)ccc(c23)C(=O)N1c1ccc(Cl)cc1,0.6,-1,-15,0.3
O=C(O)CCC(=O)Nc1ccc(NC(=O)c2ccco2)cc1,1.1,6,4,0.1
CN(Cc1ccco1)C(=O)CCC1(Cc2ccc3ccccc3c2)CCC(=O)N1 (stereo not drawn),-0.5,21,10,0.0
COc1cc(C2C(C(=O)Nc3cccc(F)c3)=C(C)NC3=C2C(=O)CCC3)ccc1O (stereo not drawn),1.1,-2,-7,0.0
Cc1ccc(-c2nc(C=Nc3ccc4c(c3)OCCO4)c(O)o2)cc1,-0.8,5,-11,-0.2
COc1ccc(-c2csc(NC(=O)c3ccnn3C)n2)cc1C,-0.4,13,26,0.5
CCOC(=O)c1cnc2cc(C(F)(F)F)ccc2c1N1CCCC1,-0.9,0,-15,-0.1
Cc1cnc(Nc2nc3ccccc3n2C)nc1NCCO,1.1,12,8,-0.1
COc1ccc(-n2nc(C(=O)NCC(=O)N3CCN(Cc4ccc5c(c4)OCO5)CC3)c3ccccc3c2=O)cc1,0.7,-3,12,0.3

# Assay outcomes (PubChem)
